ABCB1 inh = blocks JC-1 efflux by human ABCB1 transporter | inhibition, % at 6.6 µM | AID 1326 | CCRF-Adr cells, flow cytometry | hit rate 0.067% among 190,000; in the data active = inhibition above about 40%;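 note: 0% = vehicle and 100% = reference inhibitor; higher value means more JC-1 retained so stronger ABCB1 efflux block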
Target sequence (P08183 whole entry, looked up): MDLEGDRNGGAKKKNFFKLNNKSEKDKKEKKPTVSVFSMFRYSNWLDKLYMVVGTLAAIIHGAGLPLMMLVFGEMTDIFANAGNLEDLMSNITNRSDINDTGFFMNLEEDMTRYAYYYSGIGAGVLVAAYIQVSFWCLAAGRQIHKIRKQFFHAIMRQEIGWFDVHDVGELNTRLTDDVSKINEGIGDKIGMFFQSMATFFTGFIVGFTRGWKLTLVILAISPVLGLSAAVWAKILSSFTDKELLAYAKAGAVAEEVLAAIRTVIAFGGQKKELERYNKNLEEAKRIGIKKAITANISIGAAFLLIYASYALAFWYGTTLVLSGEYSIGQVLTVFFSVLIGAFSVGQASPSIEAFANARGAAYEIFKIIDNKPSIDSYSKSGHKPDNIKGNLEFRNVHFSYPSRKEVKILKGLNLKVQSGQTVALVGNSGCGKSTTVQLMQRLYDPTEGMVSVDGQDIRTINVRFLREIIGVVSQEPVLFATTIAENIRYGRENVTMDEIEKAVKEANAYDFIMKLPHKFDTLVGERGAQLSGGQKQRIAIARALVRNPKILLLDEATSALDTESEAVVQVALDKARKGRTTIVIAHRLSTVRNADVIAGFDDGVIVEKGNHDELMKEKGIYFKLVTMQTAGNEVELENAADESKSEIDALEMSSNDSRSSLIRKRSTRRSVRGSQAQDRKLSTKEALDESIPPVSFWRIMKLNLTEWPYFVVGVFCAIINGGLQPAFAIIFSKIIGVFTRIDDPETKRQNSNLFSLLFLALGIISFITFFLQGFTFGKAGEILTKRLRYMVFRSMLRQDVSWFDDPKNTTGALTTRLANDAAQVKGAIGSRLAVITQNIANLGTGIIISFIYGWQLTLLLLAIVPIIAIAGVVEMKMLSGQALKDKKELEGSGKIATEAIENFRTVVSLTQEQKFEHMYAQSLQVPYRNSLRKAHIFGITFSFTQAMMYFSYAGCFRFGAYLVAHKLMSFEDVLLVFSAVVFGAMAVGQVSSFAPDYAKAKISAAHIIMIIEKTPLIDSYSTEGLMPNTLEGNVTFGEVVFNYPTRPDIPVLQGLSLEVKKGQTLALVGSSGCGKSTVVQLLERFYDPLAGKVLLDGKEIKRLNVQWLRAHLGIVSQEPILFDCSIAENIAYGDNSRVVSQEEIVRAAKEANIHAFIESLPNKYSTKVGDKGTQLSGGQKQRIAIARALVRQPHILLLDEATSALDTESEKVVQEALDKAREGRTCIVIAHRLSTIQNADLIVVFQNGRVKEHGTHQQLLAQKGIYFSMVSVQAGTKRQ
RGS7-Gao reg = modulates binding of RGS7 to human Galphao | P09471 | Multiplexed bead flow cytometry; actives lie on both sides | binding response (% of control), % at 10 µM | hit rate 0.35% among 220,000 | AID 1439; in the data active = binding response below about 49% or above about 150%; inconclusive = no clear call, values can overlap the other calls; inactive = in between;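 note: fluorescent Galphao held in activated GDP-AlF4 state binding bead-coupled RGS7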
GSH bead fluor = compound fluoresces at 488/530 nm on GSH beads; hit rate 0.25% among 190,000; fluorescence (KMESF) at 10 µM; GSH beads flow cytometry, compound fluorescence 488/530 nm; active compounds read high; in the data active = fluorescence above about 89;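 note: glutathione beads carrying GST-tagged Bcl family fusion proteins plus one bare bead set; values are compound well signal with DMSO vehicle wells as background; inactives centre near 16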
ABCG2 block = blocks JC-1 efflux by human ABCG2 transporter; Q9UNQ0; IgMXP3 cells, flow cytometry; inhibition, % at 6.6 µM; hit rate 0.1% among 190,000; AID 1325;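 active = inhibition above 80%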;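 note: 0% = DMSO and 100% = nicardipine control wells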
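Test system: IgMXP3 (ABCG2) plus far-red-tagged CCRF-Adr (ABCB1) cells / Amount: 3 million cells/mL in well / Reagent: JC-1 transporter substrate / Timing: 10 min compound exposure, 25 °C / Signal: flow cytometry, 530 nm JC-1 signal / Read-out: percent efflux inhibition, scaled nicardipine 100% to DMSO 0% / Benchmarks: nicardipine as high control, DMSO as low control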
RGS8-Gao reg = modulates binding of RGS8 to human Galphao; P09471; hit rate 0.34% among 220,000; response (percent of control binding), % at 10 µM; multiplexed bead flow cytometry; actives lie on both sides; in the data active = response below about 60% or above about 140%; inactive = in between;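 note: Galphao activated as the GDP aluminium fluoride complex binding bead-coupled RGS8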
Avidin bead fluor = compound fluoresces at 488/530 nm on avidin beads | hit rate 0.38% among 220,000 | fluorescence (KMESF) at 10 µM | AID 1775 | compound fluorescence 488/530 nm, flow cytometry; active compounds read high; in the data active = fluorescence above about 47; note: inactives centre near 10
Mcl1-Bid inh = disrupts binding of human Mcl-1 to Bid peptide; Q07820; TR-FRET Mcl-1/Bid-Dy647 peptide binding, 1536-well; inhibition, % at 21.7 µM; hit rate 0.97% among 220,000; AID 1021;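 active = compounds that cut the binding signal by more than half at the single screening dose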;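 note: His-tagged Mcl-1 with europium anti-His antibody binding Bid BH3 peptide; 0% = Mcl-1 plus peptide wells and 100% = peptide-only wells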
Mcl1 Noxa PPI = disrupts binding of human Mcl-1 to Noxa peptide. TR-FRET Mcl-1/Noxa peptide binding, 2 h. inhibition, % at 21.7 µM. hit rate 1.5% among 220,000. AID 1022;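 active = compounds that cut the protein-peptide binding signal by more than 50% relative to plate controls in a single-dose test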;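 note: His-tagged Mcl-1 with rhodamine Noxa BH3 peptide and terbium anti-His antibody; 0% = Mcl-1 plus Noxa peptide wells and 100% = peptide-only wells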
RGS4-Gao reg = modulates binding of RGS4 to human Galphao. P09471. Multiplexed bead flow cytometry; actives lie on both sides. binding response (% of control), % at 10 µM. hit rate 0.33% among 220,000; in the data active = binding response below about 49% or above about 150%; inactive = in between;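 note: fluorescent Galphao activated with aluminum fluoride binding bead-coupled RGS4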
Pf gamet viab = inhibitors of late stage P. falciparum gametocyte viability | P. falciparum stage V gametocytes, ATP luminescence, 24 h | inhibition, % at 10.9 µM | hit rate 0.065% among 150,000;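 active = inhibition above the mean plus 3 SD of compounds within the control limits, set per campaign, cut at about 38% in these data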;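 note: 0% = DMSO wells and 100% = medium only without gametocytes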
Mcl-1 Bim block = human Bim-Mcl-1 interaction inhibition; inhibition, % at 10 µM; Q07820; hit rate 0.1% among 190,000; Bead-based flow cytometry, Bim peptide-Mcl-1 binding; in the data active = inhibition above about 40%;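 note: 0% = no compound tracer wells and 100% = peptide blocker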
* = called active by the depositor; u = inconclusive; x = not tested or not shown; & = joins results of further samples.

SMILES	ABCB1 inh	RGS7-Gao reg	GSH bead fluor	ABCG2 block	RGS8-Gao reg	Avidin bead fluor	Mcl1-Bid inh	Mcl1 Noxa PPI	RGS4-Gao reg	Pf gamet viab	Mcl-1 Bim block
ON(Cc1c(F)cccc1Cl)Cc1c(F)cccc1Cl	x	u	x	x	100	7	-13	-4	96	16	x
CCOC(=O)c1ccc(N2C(=O)CC(N(C)CCc3ccc(OC)c(OC)c3)C2=O)cc1 (stereo unspecified)	2.3	94	26	11	95	9	0	15	91	x	0
COc1cc(OC)c(C2SCCCS2)cc1OC	0.0	95	11	17	100	4	-9	-10	98	13	0
Nc1nc(SCc2ccc(Br)cc2)[nH]c(=O)c1-c1ccccc1	0.2	94	15	2	102	8	-9	6	104	-6	0
Cc1ccc(-n2nc3c(c2NC(=O)c2ccc(S(=O)(=O)N4CCOCC4)cc2)CSC3)c(C)c1	0.1	103	15	0	103	15	-36	-9	104	x	-3
O=C(c1sc2cc([N+](=O)[O-])ccc2c1Cl)N1CCCCC1	0.6	101	20	8	101	12	11	7	100	8	-4
CC(C)CN=Cc1c(O)c([N+](=O)[O-])cc2oc3c(c12)CCCC3	4.0	98	12	8	96	9	8	18	95	-7	3
CSCC[C@H](NC(=O)NCc1ccc(F)cc1)C(=O)O	1.3	100	21	4	100	9	-49	6	98	x	0
CSc1nc(-c2ccccc2F)c(C#N)c(=O)n1C	0.2	101	25	10	101	10	-2	-4	102	-18	1
CCCCn1c(SCC(=O)Nc2cc(C)on2)nc2ccccc2c1=O	0.5	93	40	3	90	9	-48	-44	94	20	-5
CCC(=O)c1ccc(OCC(O)Cn2nc(C)c(C(C)=O)c2C)cc1 (stereo unspecified)	1.3	99	18	16	99	9	-3	15	99	4	3
O=C(NCCC(c1ccccc1)c1ccccc1)c1cnc2sccn2c1=O	-0.1	104	11	1	104	21	3	19	106	3	1
CC(C)(C)c1cc(C(=O)NNC(=O)Nc2ccccc2)n(Cc2ccccc2)n1	x	u	x	x	103	6	49	30	102	27	x
O=C(NCc1ccccc1)C1=C[C@H](c2coc3ccccc3c2=O)C[C@H](OCCCCO)O1	4.5	98	21	7	102	6	-4	-6	101	-17	0
Cn1c(-c2ccc(Cl)cc2)cnc1NCc1cc2c(cc1[N+](=O)[O-])OCO2	x	101	9	13	101	15	-14	40	104	-23	-3
Cc1sc2ncnc(SC(C)C(=O)N3c4ccccc4Sc4ccccc43)c2c1C (stereo unspecified)	34	104	12	62	99	22	-9	-6	99	12	-5
CCCCOC(=O)Nc1nc(CC(=O)OCC)cs1	0.1	100	36	2	101	15	-4	12	97	-16	-3
COc1ccc(NS(=O)(=O)c2ccc(NS(C)(=O)=O)cc2)cc1	0.0	102	28	0	101	4	-38	-12	103	x	3
CCOc1ccc(/C(O)=C2/C(=O)C(=O)N(CC3CCCO3)C2c2ccc(C)o2)cc1 (stereo unspecified)	1.6	96	14	6	99	31	-38	2	102	x	-1
O=C(Nc1ccccc1Cl)c1cc(S(=O)(=O)N2CCOCC2)cs1	0.5	104	13	2	100	10	-16	-2	100	18	1

An excerpt from above, showing only RGS4-Gao reg:
Structure	RGS4-Gao reg
Cn1c(-c2ccc(Cl)cc2)cnc1NCc1cc2c(cc1[N+](=O)[O-])OCO2	104
Cc1sc2ncnc(SC(C)C(=O)N3c4ccccc4Sc4ccccc43)c2c1C (stereo unspecified)	99
CCCCOC(=O)Nc1nc(CC(=O)OCC)cs1	97

(continued)
SMILES	ABCB1 inh	RGS7-Gao reg	GSH bead fluor	ABCG2 block	RGS8-Gao reg	Avidin bead fluor	Mcl1-Bid inh	Mcl1 Noxa PPI	RGS4-Gao reg	Pf gamet viab	Mcl-1 Bim block
Cc1cccc(NC(=S)NC(C)CCc2ccccc2)c1 (stereo unspecified)	0.4	100	11	9	104	9	-30	28	100	-35	2
CCOc1cc(N2CCOCC2)c(OCC)cc1NC(C)C(=O)N1CCC(C)CC1 (stereo unspecified)	0.8	97	13	55	100	16	-44	-3	95	x	1
O=C(CN(CCc1ccccc1)C(=O)CN1C(=O)COc2ccccc21)NCc1ccco1	1.0	89	25	1	98	20	-20	12	95	x	-1
CC1CCCCC1NC(=O)Cn1cnc2ccccc2c1=O (stereo unspecified)	0.3	99	26	1	100	10	-4	-2	96	x	2
COc1ccc(OCc2nnc(SC3CCOC3=O)n2-c2ccccc2)cc1 (stereo unspecified)	1.1	100	38	11	100	13	-2	3	102	-9	0
CC1Oc2ccccc2N(CC(=O)NCC2CCCO2)C1=O (stereo unspecified)	1.1	108	20	22	102	54*	-1	-1	102	17	-1
COc1ccc(OCCN2C(=O)c3ccccc3C2=O)cc1	-1.4	102	14	10	102	8	4	6	101	2	2
O=C(O)/C=C/C(=O)Nc1cccc2cccnc12	x	u	x	x	100	4	-2	9	103	x	x
CSc1nc(-c2ccccc2)nc(N2CCCC2)c1C(C)=O	1.2	99	27	9	101	12	0	5	95	x	0
Oc1ccc(NC(=S)N=Nc2c(O)[nH]c3ccc(Br)cc23)cc1	-1.2	101	8	-3	104	12	-22	57*	107	-4	3
CCOC(=O)CSc1nc2ccccc2c(=O)n1CC1CCC(C(=O)NCc2ccco2)CC1 (stereo unspecified)	3.0	98	31	7	101	7	-18	20	98	-16	2
COCc1c(C#N)c(NCCc2ccccc2)nc(C)c1[N+](=O)[O-]	0.3	103	17	7	102	18	-10	-1	102	15	-2
CN(C)S(=O)(=O)c1cc(C(=O)NCc2ccccc2)c(Cl)cc1Cl	2.2	104	11	21	101	10	-17	-1	102	x	-1
[O-]/C(=C(\C(=S)NCc1ccccc1)[n+]1ccccc1)c1ccc(Cl)s1	0.2	94	12	0	94	20	-33	8	93	x	-2
CCc1cc(C(=O)OC)c(NC(=O)CC2SC(=NC)N(C)C2=O)s1 (stereo unspecified)	1.8	98	24	18	100	10	-4	3	101	0	-4
COc1ccc(-n2c(Cc3cccn3C)nnc2SCC(=O)Nc2ccccc2OC)cc1	2.5	97	14	16	101	23	-20	-2	97	x	-3
Cc1ccc2c(COC(=O)C3=COCCO3)cc(=O)oc2c1	0.2	99	39	1	101	6	-9	12	103	x	0
COC(=O)C1CCN(Cc2ccc(C)cc2)CC1	0.1	97	9	1	102	9	-12	5	100	2	-1
CC(C)N1C(=O)c2ccc(C(=O)O)cc2C1=O	0.5	101	26	1	100	13	2	13	100	7	0
O=C(NCCN1CCOCC1)c1ccc2ccccc2n1	0.7	112	11	6	139	7	4	8	113	x	-6
O=C(O)Cn1nnnc1-c1ccc(F)cc1	0.1	96	49	1	93	5	-36	12	93	x	-1
Clc1cccc(OCCN2CCNCC2)c1	-0.1	96	9	6	99	11	3	23	98	0	-2
COc1ccc(NS(=O)(=O)c2ccc(N)cc2)nn1	0.1	101	20	0	97	10	-8&2	0&2	99	x	0
COc1ccc(CC(=O)OCN2C(=O)c3ccccc3C2=O)cc1	0.3	101	13	1	97	13	-23	0	105	15	0
CCO/C=C1/C(=O)N(C(C)=O)c2ccccc21	0.0	x	19	1	x	x	-12	-4	x	16	-2
COCC(=O)Nc1cc(OC)ccc1OC	1.0	97	24	22	97	27	-26	11	95	x	-2
CCCCNC(=O)CCNC(=O)c1ccc(C(C)(C)C)cc1	-1.0	102	33	29	102	12	-21	-7	102	16	-1
O=C(NNc1ncnc2ccccc12)c1cccc(Cl)c1	x	u	x	x	102	7	-15	0	102	0	x
COc1cc(OC)c(NS(=O)(=O)c2cccc(C(=O)OCC(=O)NCC3CCCO3)c2)cc1Cl (stereo unspecified)	0.7	u	13	1	104	11	-33	7	107	14	1
COc1ccc(C(=O)NCCN2CCCC2)cc1OC	0.2	104	16	6	104	9	10	-2	102	-5	-1
Cc1ccc(C2=NN(C(=O)CCC(=O)O)C(c3cn(-c4ccccc4)nc3-c3ccc(C)cc3)C2)cc1 (stereo unspecified)	-0.8	98	22	-1	100	7	-21	-10	98	26	0
CCOC(=O)Cc1csc(NC(=S)NC(=O)c2ccc(C)cc2)n1	-1.0	111	11	-5	98	6	-21	4	101	-24	-1
CC1(C)C(=O)Nc2ccccc2N1C(=O)COC(=O)Cn1cnc2ccccc2c1=O	0.2	104	65	1	106	6	-7	-2	101	x	-2
Cc1cc(C=O)c(C)n1-c1ccc(N2CCCC2)c([N+](=O)[O-])c1	1.1	98	12	12	106	7	-17	13	102	x	0
CNc1ncc(Cc2ccccc2)s1	x	103	11	1	115	6	-65	-4	106	7	-5
COc1ccc(NC(=O)Nc2sc(NS(=O)(=O)c3ccccc3)nc2C)cc1	-1.1	104	11	-3	106	27	-43	23	108	2	-1
CCOc1ccc(OCc2ccc(C(=O)NCc3ccncc3)o2)cc1	0.8	88	28	6	92	17	-16	4	91	x	1
CCN(CC)CCN(C(=O)CCOc1ccccc1)c1nc2c(F)cc(F)cc2s1	2.0	u	16	29	103	12	1	41	102	-7	-1
Cc1nn(-c2ccccc2)c(C)c1/C=N/N1CCN(c2ccccn2)CC1	0.9	102	14	2	101	10	-39	5	102	x	1
Cn1c(SCC(=O)Nc2ccc3nc(SCC(=O)N4CCCC4)sc3c2)nnc1-c1ccc(N)cc1	-0.3	88	16	-1	99	29	24	100*	91	x	0
CCOc1ccc(C(=O)NCC(C)C)cc1	-0.3	97	29	13	98	13	-24	1	98	x	-4
O=C(COc1ccccc1[N+](=O)[O-])N/N=C/c1ccc(OC(=O)c2ccco2)cc1	0.6	97	13	20	101	13	-14	33	101	2	-7
COc1ccccc1CCc1nnc(CCC(=O)N(C)Cc2ccncc2C)o1	-2.5	99	16	-3	106	11	-14	5	99	-35	1
C/C(=N/NC(=O)CNC(=O)c1cccnc1)c1ccc([N+](=O)[O-])cc1	0.6	103	11	10	94	8	3	73*	101	-6	2
Cc1ccc(CSCCNS(=O)(=O)c2ccc(C)cc2)cc1	0.7	100	11	3	103	12	3	19	100	0	-2
COc1cc(/C=N/NC(=O)Cc2c[nH]c3ccccc23)cc(OC)c1OC	0.2	100	13	5	100	11	-27	12	102	-3	0
CCOc1ccc(-c2noc(CCC(N)=O)n2)cc1OCC	0.4	100	59	4	103	12	-15	3	101	-5	0
COc1ccc(Br)cc1/C=N/NC(=O)c1nc(-c2ccccc2)n2c1CCCCC2	0.5	103	68	1	103	8	-40	-5	100	18	-1
O=C(CN1CCN(Cc2ccccc2)CC1)NCCNc1ccc([N+](=O)[O-])cn1	0.1	106	11	2	105	13	-27	-11	103	x	2
O=C(Nc1ccc2c(c1)OCO2)c1n[nH]c(=O)c2ccccc12	x	u	x	x	94	7	-75	35	87	-8	x
O=C(c1ccccc1)N1CCN(c2ccc([N+](=O)[O-])c(NCc3ccco3)c2)CC1	8.7	103	10	23	107	9	11	2	106	6	-1

Compound activity (PubChem)

An unsorted share of the library (roughly 3.3% active in at least one column).
